Screens deposited in PubChem BioAssay by several laboratories.
RGS4-Gao reg = modulators of RGS4 binding to Galphao, primary screen, biochemical, multiplexed bead flow cytometry; Guanine nucleotide-binding protein G(o) subunit alpha (Homo sapiens), P09471; actives lie on both sides; binding response (% of control), % at 10 µM; actives 0.33% (n = 220,000); in the data active = binding response below about 49% or above about 150%; inactive = in between;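 also: fluorescent Galphao activated with aluminum fluoride binding bead-coupled RGS4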
Mcl1-Bid inh = Mcl-1/Bid binding inhibitors, primary screen, biochemical, TR-FRET, 1536-well; TR-FRET Mcl-1/Bid-Dy647 peptide binding; inhibition, % at 21.7 µM; actives 0.97% (n = 220,000);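 active = compounds that cut the binding signal by more than half at the single screening dose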;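 also: His-tagged Mcl-1 with europium anti-His antibody binding Bid BH3 peptide; 0% = Mcl-1 plus peptide wells and 100% = peptide-only wells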
Target sequence (Q07820 whole entry, looked up): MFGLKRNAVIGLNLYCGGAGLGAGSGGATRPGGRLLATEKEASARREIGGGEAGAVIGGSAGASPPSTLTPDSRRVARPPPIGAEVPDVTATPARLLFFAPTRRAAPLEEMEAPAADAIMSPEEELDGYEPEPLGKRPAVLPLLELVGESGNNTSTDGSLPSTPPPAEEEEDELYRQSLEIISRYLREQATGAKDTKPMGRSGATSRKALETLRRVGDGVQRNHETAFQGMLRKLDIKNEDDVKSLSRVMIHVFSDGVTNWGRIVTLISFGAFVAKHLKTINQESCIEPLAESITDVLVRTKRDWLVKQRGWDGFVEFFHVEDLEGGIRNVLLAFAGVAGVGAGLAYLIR
GSH bead fluor = compound fluorescence on glutathione beads, profiling panel, artefact control, biophysical, 488/530 nm, flow cytometry. AID 1776, 2009. fluorescence (KMESF) at 10 µM. GSH beads flow cytometry, compound fluorescence 488/530 nm; hits give high values. actives 0.25% (n = 190,000); in the data active = fluorescence above about 89;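 also: glutathione beads carrying GST-tagged Bcl family fusion proteins plus one bare bead set; values are compound well signal with DMSO vehicle wells as background; inactives centre near 16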
ABCG2 inh = ABCG2 efflux pump inhibitors, primary screen, multiplex with ABCB1, IgMXP3 cells, flow cytometry; Broad substrate specificity ATP-binding cassette transporter ABCG2 (Homo sapiens), Q9UNQ0; actives 0.1% (n = 190,000); JC-1 efflux; AID 1325, 2008; inhibition, % at 6.6 µM;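 active = inhibition above 80%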;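 also: 0% = DMSO and 100% = nicardipine control wells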
Target sequence (Q9UNQ0 whole entry, looked up): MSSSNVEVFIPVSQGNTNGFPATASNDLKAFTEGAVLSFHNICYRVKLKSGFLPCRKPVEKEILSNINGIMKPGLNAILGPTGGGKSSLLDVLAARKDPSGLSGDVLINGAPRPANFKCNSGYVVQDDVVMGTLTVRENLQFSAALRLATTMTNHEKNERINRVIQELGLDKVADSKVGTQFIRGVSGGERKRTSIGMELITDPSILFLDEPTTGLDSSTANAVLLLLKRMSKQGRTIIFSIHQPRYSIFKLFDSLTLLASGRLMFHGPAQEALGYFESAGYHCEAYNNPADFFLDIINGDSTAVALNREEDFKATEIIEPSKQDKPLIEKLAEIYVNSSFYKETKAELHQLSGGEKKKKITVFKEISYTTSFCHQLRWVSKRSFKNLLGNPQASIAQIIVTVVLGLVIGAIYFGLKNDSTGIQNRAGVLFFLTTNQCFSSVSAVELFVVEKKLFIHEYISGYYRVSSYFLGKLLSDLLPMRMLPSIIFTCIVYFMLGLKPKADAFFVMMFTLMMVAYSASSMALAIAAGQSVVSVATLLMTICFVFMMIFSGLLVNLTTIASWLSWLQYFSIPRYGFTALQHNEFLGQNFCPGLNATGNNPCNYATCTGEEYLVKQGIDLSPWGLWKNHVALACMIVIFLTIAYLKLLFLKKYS
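Test system: IgMXP3 cells (ABCG2) mixed with DDAO far-red-labelled CCRF-Adr cells (ABCB1). Reagent: JC-1 transporter substrate. Compound dosing: single test compound dose, 6.6 µM final. Times: 10 min compound exposure, 25 °C. Detection: flow cytometry of retained JC-1 fluorescence. Read-out basis: efflux inhibition in percent versus controls. Controls: nicardipine and DMSO wells.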
Avidin bead fluor = green autofluorescence of compounds with avidin beads – biophysical, 488/530 nm, flow cytometry, artefact control, profiling panel; compound fluorescence 488/530 nm; hits give high values; fluorescence (KMESF) at 10 µM; actives 0.38% (n = 220,000); AID 1775, 2009; in the data active = fluorescence above about 47; also: inactives centre near 10
RGS7-Gao = RGS7-Galphao binding modulators, primary screen, biochemical, multiplexed bead flow cytometry; Guanine nucleotide-binding protein G(o) subunit alpha (Homo sapiens), P09471; actives lie on both sides; AID 1439, 2008; actives 0.35% (n = 220,000); binding response (% of control), % at 10 µM; in the data active = binding response below about 49% or above about 150%; inconclusive = no clear call, values can overlap the other calls; inactive = in between;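 also: fluorescent Galphao held in activated GDP-AlF4 state binding bead-coupled RGS7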
RGS8-Gao = RGS8-Galphao binding modulators, primary screen, biochemical, multiplexed bead flow cytometry; actives lie on both sides; Guanine nucleotide-binding protein G(o) subunit alpha (Homo sapiens), P09471; response (percent of control binding), % at 10 µM; actives 0.34% (n = 220,000); in the data active = response below about 60% or above about 140%; inactive = in between;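 also: Galphao activated as the GDP aluminium fluoride complex binding bead-coupled RGS8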
Mcl1-Noxa inh = Mcl-1/Noxa binding inhibitors, primary screen, biochemical, TR-FRET, 1536-well; Induced myeloid leukemia cell differentiation protein Mcl-1 (Homo sapiens), Q07820; TR-FRET Mcl-1/Noxa peptide binding, 2 h; inhibition, % at 21.7 µM; actives 1.5% (n = 220,000); AID 1022, 2008;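 active = compounds that cut the protein-peptide binding signal by more than 50% relative to plate controls in a single-dose test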;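 also: His-tagged Mcl-1 with rhodamine Noxa BH3 peptide and terbium anti-His antibody; 0% = Mcl-1 plus Noxa peptide wells and 100% = peptide-only wells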
Pf gametocyte = late stage P. falciparum gametocyte viability inhibitors, primary screen, ATP luminescence, HTS; actives 0.065% (n = 150,000); P. falciparum stage V gametocytes, 24 h; AID 743093, 2013; inhibition, % at 10.9 µM;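 active = inhibition above the mean plus 3 SD of compounds within the control limits, set per campaign, cut at about 38% in these data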;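 also: 0% = DMSO wells and 100% = medium only without gametocytes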
ABCB1 block = ABCB1 efflux pump inhibitors, primary screen, cell-based, multiplex, flow cytometry, ABCG2 counter-screen | CCRF-Adr cells, JC-1 efflux | actives 0.067% (n = 190,000) | inhibition, % at 6.6 µM; in the data active = inhibition above about 40%;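 also: 0% = vehicle and 100% = reference inhibitor; higher value means more JC-1 retained so stronger ABCB1 efflux block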
Mcl-1 Bim block = inhibitors of Bim peptide binding to Mcl-1, primary screen, biochemical, bead-based flow cytometry, multiplex; actives 0.1% (n = 190,000); inhibition, % at 10 µM; Bim peptide-Mcl-1 binding; Induced myeloid leukemia cell differentiation protein Mcl-1 (Homo sapiens), Q07820; in the data active = inhibition above about 40%;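 also: 0% = no compound tracer wells and 100% = peptide blocker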
Starred values were filed as active, the others as inactive; ? = inconclusive; nt = not tested or not shown.

SMILES | RGS4-Gao reg | Mcl1-Bid inh | GSH bead fluor | ABCG2 inh | Avidin bead fluor | RGS7-Gao | RGS8-Gao | Mcl1-Noxa inh | Pf gametocyte | ABCB1 block | Mcl-1 Bim block
CN1CCc2c(sc3nc(NN)n(Cc4ccccc4)c(=O)c23)C1 | 99 | -100 | nt | nt | 5 | ? | 103 | 24 | 19 | nt | nt
c1ccc2c(c1)[nH]c1nc(SCCN3CCOCC3)nnc12 | 106 | -38 | 29 | 2 | 21 | 109 | 116 | 26 | nt | 0.5 | 1
CN(c1ccc(C(=O)NCCSCc2ccco2)cc1)S(C)(=O)=O | 104 | -50 | 17 | 8 | 13 | 99 | 101 | -18 | nt | -0.5 | 0
COc1cc(OC)c(-n2cc(-c3ccc(Cl)cc3)[nH]c2=O)cc1Cl | 99 | 6 | 12 | -6 | 16 | 95 | 99 | 55* | 14 | -0.6 | 0
O=C(NN=C1CCCC1)c1sc2ccccc2c1Cl | 98 | 15 | 18 | 2 | 6 | 93 | 102 | 7 | -1 | 0.4 | -2
COc1ccccc1OCc1ccc(C(=O)N2CCN(C)CC2)o1 | 100 | -15 | 7 | -2 | 3 | 101 | 103 | 5 | 3 | 0.3 | 0
CCC(=O)Nc1nc(CC(=O)Nc2ccccc2)cs1 | 99 | -26 | 8 | 3 | 12 | 97 | 98 | -6 | nt | 0.2 | 0
Nc1cc(N2CCOCC2)c(Cl)cc1[N+](=O)[O-] | 103 | -7 | 26 | 6 | 25 | 103 | 104 | -2 | -18 | 1.1 | -1
Cc1cc(Oc2ccc(=O)[nH]n2)nc(Cl)n1 | 99 | -7 | nt | nt | 4 | ? | 101 | 9 | -8 | nt | nt
CSc1nc2ccsc2c(=O)n1-c1ccccn1 | 100 | -32 | 19 | 0 | 10 | ? | 102 | 4 | 0 | 0.1 | -1
Cc1nn2c(nc1=O)SCC(c1ccccc1)=N2 | 100 | -17 | 30 | 1 | 12 | 102 | 98 | 8 | nt | 0.2 | -1
Cc1cc(=O)oc(C)c1C(=O)OC(C(=O)c1ccccc1)c1ccccc1 (stereo not given) | 102 | 9 | 22 | 5 | 12 | 100 | 103 | 3 | nt | 0.3 | -2
O=S(=O)(/N=C(/Sc1ccccc1)c1ccccc1)c1ccccc1 | 102 | 4 | 34 | 7 | 17 | 105 | 100 | 50 | -4 | 0.7 | -3
Cc1csc(NC(=O)c2cc3c(C)nn(Cc4ccccc4Cl)c3s2)n1 | 108 | -52 | 8 | -2 | 9 | 113 | 103 | -23 | -15 | 0.2 | 6
COc1ccc(CCNC(=O)C2CCCN(c3ncccn3)C2)cc1 (stereo not given) | 90 | -8 | 21 | 2 | 8 | 91 | 95 | 13 | -5 | 0.1 | -1
CN(Cc1ccccc1)C(=O)c1ccccc1NC(=O)c1ccco1 | 99 | -5 | 17 | 12 | 24 | 100 | 102 | -1 | -10 | 0.2 | -1
CN(C(=S)NC(=O)c1ccccc1Br)C1CCCCC1 | 102 | -2 | 12 | 3 | 8 | 100 | 105 | 24 | nt | 0.4 | 0
COC(=O)CN(n1cnnc1)S(=O)(=O)c1ccc(C)cc1 | 101 | 9 | 23 | 7 | 20 | 99 | 97 | -7 | nt | 0.7 | 2
Cc1ccc(NC(=O)CS(=O)CC(=O)NCCCN(C)c2ccccc2)cc1 (stereo not given) | 103 | -44 | 27 | 16 | 30 | 102 | 104 | 24 | 17 | 0.8 | -2
O=C(c1ccco1)N1CCN(S(=O)(=O)c2ccc3c(c2)CCN3C(=O)C2CC2)CC1 | 99 | -7 | 25 | 2 | 22 | 100 | 100 | -11 | nt | 0.6 | -2
COc1ccccc1CNc1ccc(N2CCOCC2)c(C(=O)O)c1 | 101 | -29 | 30 | 1 | 6 | 98 | 100 | -1 | 5 | 0.0 | 0
Cc1ccc(NC(=O)CCSc2nnc(Cc3ccccc3)o2)cc1 | 100 | -8 | 12 | 9 | 17 | 100 | 102 | 6 | 23 | 0.4 | -3
O=C(C1CCN(S(=O)(=O)c2cccs2)CC1)N1CCN(c2ccccc2)CC1 | 104 | -2 | 28 | 0 | 7 | 98 | 100 | -8 | 23 | 0.1 | -1
NC1=NC[C@H](CC2CCCCC2)N1CCc1cc(C(F)(F)F)cc(C(F)(F)F)c1 | 102 | -27 | nt | nt | 9 | ? | 101 | -16 | -13 | nt | nt
Nc1nc(NC(=O)c2ccccc2Cl)nn1-c1ccccc1 | 98 | -1 | nt | nt | 5 | ? | 98 | 6 | 11 | nt | nt
COc1cc(C(CCN2CCCC2)c2c(OC)cc(OC)c3c(C)cc(=O)oc23)cc(OC)c1OC (stereo not given) | 104 | -79 | nt | nt | 8 | ? | 103 | 25 | nt | nt | nt
CC(O)CNc1ncnc2nc[nH]c12 (stereo not given) | 83 | 1 | 15 | 1 | 5 | 86 | 79 | 13 | nt | 1.5 | 0
CC1CCC2(CC1)NC(=O)N(CC(=O)Nc1nc(-c3ccc(F)cc3)cs1)C2=O (stereo not given) | 100 | -17 | 48 | 0 | 11 | 103 | 103 | 0 | nt | -0.1 | 0
O=C(Nc1cccc([N+](=O)[O-])c1)c1ccc2nc(N3C(=O)CCC3=O)sc2c1 | 100 | 11 | 22 | -1 | 9 | 99 | 100 | 18 | 18 | -0.4 | 0
CC1CCCC(C)N1C(=C(Cl)Cl)C(=C1SCCS1)[N+](=O)[O-] (stereo not given) | 99 | -13 | 14 | 6 | 11 | 100 | 97 | -9 | -30 | 0.8 | -2
CCN(CC)C(=O)c1sc2nc(Cc3ccccc3)[nH]c(=O)c2c1C | 99 | -32 | 14 | 5 | 8 | 102 | 102 | 4 | 11 | -0.1 | 0
CC(C)=C1SC(N2CCN(Cc3ccccc3)CC2)=NC1=O | 102 | -24 | 21 | 1 | 32 | 103 | 101 | -6 | 11 | -0.1 | -5
CC(=O)OC1CC[C@@]2(C)C(CCC3C2CC(=O)[C@@]2(C)C3CC3CC(C)=CC(=O)C32)C1 (stereo not given in full) | 99 | -7 | nt | nt | 5 | ? | 100 | 1 | nt | nt | nt
CC[n+]1c(/C=C/N(C)c2ccccc2)oc2ccc(F)cc21 | 118 | -23 | 10 | 6 | 7 | 119 | 101 | 4 | nt | 0.1 | 1
Cc1nc2cc(NCc3cc([N+](=O)[O-])ccc3O)ccc2n1Cc1ccccc1 | 120 | -43 | 15 | 2 | 23 | 122 | 130 | 5 | 16 | 0.2 | 1
COc1cc(C(=O)N(Cc2ccc(N(C)C)cc2)C2CCS(=O)(=O)C2)cc(OC)c1OC (stereo not given) | 100 | -112 | 18 | 0 | 3 | 100 | 99 | -6 | -25 | 0.6 | 0
O=c1oc(-c2ccccc2Cl)nc2ccsc12 | 108 | -21 | 14 | 0 | 4 | 106 | 99 | -2 | -8 | -0.2 | -3
CCCc1cnc(N2CCN(S(=O)(=O)c3cccs3)CC2)nc1 | 95 | -14 | nt | nt | 5 | ? | 95 | -5 | 7 | nt | nt
O=C(Nc1ccc2oc(-c3ccncc3)nc2c1)c1ccccc1F | 105 | -8 | 14 | 3 | 16 | 109 | 104 | -7 | -3 | 0.6 | -1
COc1ccccc1N1CCN(C(c2cccs2)c2nnnn2C2CCCC2)CC1 (stereo not given) | 107 | -21 | 54 | 4 | 10 | 108 | 102 | -11 | -3 | 2.0 | 0
N/C(=N/OC(=O)c1ccccc1Cl)c1ncc([N+](=O)[O-])s1 | 97 | -2 | nt | nt | 7 | ? | 97 | -16 | 19 | nt | nt
COc1ccc(C(=O)Nc2nc3c(s2)Cc2cc(OC)ccc2-3)cc1 | 100 | 55* | 17 | -1 | 3 | 99 | 96 | 86* | nt | -0.2 | 0
COCCN(C(=S)Nc1ccccc1C)C(C)c1cccnc1 (stereo not given) | 104 | -31 | 12 | -1 | 12 | 101 | 109 | 20 | 19 | -0.2 | 0
OCC(Cc1ccc2c(c1)OCO2)C(CO)Cc1ccc2c(c1)OCO2 (stereo not given) | 99 | -9 | nt | nt | 12 | ? | 99 | 17 | nt | nt | nt
COc1cccc(C=Nc2ccccc2C#N)c1O | 102 | -35 | 8 | 3 | 12 | 100 | 99 | 5 | 5 | 1.0 | -3
Cc1cc(C(=O)NNC(=O)CCCCC(=O)NNC(=O)c2cc(C)[nH]n2)n[nH]1 | 98 | -12 | 4 | -10 | 9 | 98 | 96 | -3 | 9 | 0.2 | -6
CSc1ccccc1NC(=O)CSc1n[nH]c(C)c1[N+](=O)[O-] | 100 | -21 | 20 | 11 | 7 | 102 | 99 | 10 | 7 | 1.1 | 0
Cc1ccc(C#N)c(SCc2nnc(-c3ccc(Cl)cc3)o2)n1 | 104 | -33 | 9 | -2 | 15 | 101 | 102 | -9 | 4 | -0.4 | 0
Cc1cc(C)cc(NC(=O)c2cc(=O)c3ccccc3o2)c1 | 108 | 11 | 22 | 5 | 23 | 106 | 112 | 22 | 15 | 1.0 | 7
COc1ccc(C(=O)N=C2CCC(C#N)=C3c4cc(OC)c(OC)cc4CCN23)cc1 | 102 | -14 | 17 | 11 | 16 | 97 | 102 | 15 | -4 | 0.8 | -6
Cc1cccc(-c2nnc(SCC(=O)N3c4ccccc4CCc4ccccc43)n2C)c1 | 102 | -15 | 3 | 38 | 13 | 99 | 105 | 16 | 4 | 4.9 | -4
[O-][N+]1=c2ccc(Nc3ccccc3)cc2=NC12CCCCC2 | 97 | -43 | 16 | 1 | 38 | 99 | 98 | 15 | 3 | 0.3 | 0
CCC(c1nnc(SCC(=O)NCCc2ccc(OC)c(OC)c2)n1Cc1ccccc1)N(C)C (stereo not given) | 103 | -49 | 18 | 2 | 10 | 101 | 103 | 9 | 13 | 0.5 | 0
COCC(C)n1c(C)cc(C(=O)CSc2nnc(Nc3ccccc3F)s2)c1C (stereo not given) | 102 | -22 | 20 | -1 | 9 | 100 | 102 | 2 | nt | -2.3 | 0

2 of the compounds above, with tabs.
SMILES	RGS4-Gao reg	Mcl1-Bid inh	GSH bead fluor	ABCG2 inh	Avidin bead fluor	RGS7-Gao	RGS8-Gao	Mcl1-Noxa inh	Pf gametocyte	ABCB1 block	Mcl-1 Bim block
Cc1cc(C)cc(NC(=O)c2cc(=O)c3ccccc3o2)c1	108	11	22	5	23	106	112	22	15	1.0	7
CCC(c1nnc(SCC(=O)NCCc2ccc(OC)c(OC)c2)n1Cc1ccccc1)N(C)C (stereo not given)	103	-49	18	2	10	101	103	9	13	0.5	0
